PglD inh = blocks C. jejuni PglD acetyltransferase activity | purified PglD enzyme, DTNB colorimetric CoA detection | inhibition, % at 12.5 µM | hit rate 0.098% among 360,000; in the data active = inhibition above about 16%, passing the limit was not always enough; inconclusive = no clear call, values can overlap the other calls; also: strong numbers were not always called active
miR122 inh = miR-122 inhibition in Huh7 cells; Huh7 miR-122 Renilla luciferase sensor, 48 h; neutral wells = 0, positive control = 100; activation (reporter increase), % at 12.5 µM; hit rate 0.3% among 340,000; AID 602342;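 active = mean replicate activation score at least 90 and every replicate individually at or above 90; inconclusive = only one of the two criteria met; inactive = neither criterion met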;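 also: higher luciferase means less miR-122 activity so hits act as miR-122 inhibitors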
CFTR F508del cor = correctors of CFTR F508del function in bronchial epithelial cells. hit rate 0.36% among 350,000. CFBE cells, YFP halide quenching; stimulated with forskolin plus potentiator P3; % fluorescence drop versus neutral controls. activity (quench increase), % at 7.58 µM;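 active = mean added fluorescence quench of at least 8% versus neutral control, with both replicates also reaching 8%; inconclusive = only one of the mean or replicate conditions met; inactive = mean below 8% and not both replicates reaching 8%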;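 also: cells transiently co-express mutant CFTR-F508del with the halide-sensitive YFP; corrector assay measuring rescue of mutant channel to the surface after 24 h compound exposure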
Statin myotox sup = suppression of simvastatin myotoxicity. hit rate 0.78% among 330,000. rescue of ATP level, % at 7.49 µM. C2C12 myotubes + simvastatin, ATP luminescence, 48 h; scaled: DMSO 0, geranylgeraniol control 100;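 active = mean ATP rescue above about 67%, or every replicate alone reaching that limit, limit read from the data, passing the limit was not always enough; inconclusive = no clear call, values can overlap the other calls; inactive = mean under the limit and some replicate under it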;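 also: myotubes were challenged with 10 µM simvastatin during compound exposure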
PGC1a acetyl inh = PGC1a acetylation modulation, inhibitor mode. U2OS PGC1a acetylation, AlphaScreen anti-acetyl-lysine; with virally co-expressed GCN5 acetyltransferase. inhibition, % at 15.6 µM. hit rate 0.17% among 350,000;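 active = every replicate shows inhibition of at least 40%; inconclusive = mean inhibition at least 40% but some replicate below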;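 also: 0% = neutral control wells and 100% = positive control wells; some results beyond the cut were filed as inactive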
Cneo AK release = causes C. neoformans cell lysis; hit rate 0.2% among 360,000; lysis activity, % at 15 µM; AID 651654; adenylate kinase release luminescence, 4 h; normalised: neutral wells 0, clomiphene wells 100;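 active = mean lysis activity across replicates of at least 80%, whatever share of replicates individually reach that level; inactive = mean lysis activity below 80%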
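Material: C. neoformans cells | Amount: Yeast cell density of 5 × 10^6 cells/mL | Medium: Fresh YPD growth medium | Dosing: Single dose | Times: Static 4 h at 37 °C with compound, 1 h detection | Detection: AK luminescence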
FN deposit inh = fibronectin deposition inhibition; inhibition, % at 12.6 µM; hit rate 0.086% among 350,000; AH1F fibroblasts, Alexa488-fibronectin deposition fluorescence, overnight;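 active = mean inhibition across replicates of 30% or more, regardless of how many single replicates reach that level; inconclusive = mean under 30% yet at least half of replicates reach 30%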;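 also: positive control wells lacked labelled fibronectin entirely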
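test system = AH1F fibroblasts assembling fluorescent fibronectin matrix | quantity = 10000 AH1F cells per well | buffer or medium = DMEM plus 2% serum, read in PBS | doses = single dose, pinned | incubation = 1 h cell attachment, overnight exposure to compound and label | detection = fluorescence at 485 nm excitation, 525 nm emission | read-out basis = inhibition from reduced deposited-fibronectin fluorescence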
GSIS activator = GLuc luminescence reporter in INS-1E cells, primary screen for activators of glucose-dependent secretion of insulin; INS-1E GLuc reporter insulin secretion, 2-3 h; activation, % at 16.6 µM; hit rate 0.61% among 370,000; AID 743287;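 active = lowest replicate activation of at least 40%, so every replicate reaches that level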;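 also: 0% = median of neutral control wells and 100% = median of IBMX positive control wells; some compounds called inactive have numbers as strong as hits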
Numbers without * were called inactive; ? = inconclusive; / = no result given; [ ] = another dose, or the depositor's remark.

[1] CC(C)NC(=O)N(C)C[C@H]1Oc2cc(C#C[C@@H](C)O)ccc2S(=O)(=O)N([C@@H](C)CO)C[C@H]1C
[2] COCC#Cc1cnc2c(c1)C(=O)N([C@H](C)CO)C[C@H](C)[C@H](CN(C)Cc1ccc(F)cc1)O2
[3] Cc1csc(/C(=N\O)c2csc(C)n2)n1
[4] COc1ccc(NC(=O)CN2CCN(c3ccc(C)cc3C)CC2)cc1
[5] N#Cc1c(NC(=O)CSc2n[nH]c(N)n2)oc(-c2ccccc2)c1-c1ccccc1
[6] CCOC(=O)[C@@H]1[C@H]2COc3ccccc3[C@@H]2N2C(=O)N(c3ccc(Cl)cc3)C(=O)[C@@]12C
Assay by compound | 1 | 2 | 3 | 4 | 5 | 6
Cneo AK release | -6 | 1 | 3 | 4 | -1 | 1
CFTR F508del cor | -0.6 | 0.4 | -0.7 | 1.2 | / | 0.2
miR122 inh | -12[16.7 µM] | 9[16.7 µM] | -4 | 1 | -4 | -6
GSIS activator | 4 | 17 | 8 | -17 | / | /
FN deposit inh | -8 | -12 | / | 9 | / | -4
PGC1a acetyl inh | -5 | -3 | 10 | 3 | 0 | /
PglD inh | -2 | -2 | 2 | -1 | -4 | -2
Statin myotox sup | 0 | 3 | -2 | 2 | -11 | 12

[7] O=C(NNC(=O)c1ccco1)c1cccc([N+](=O)[O-])c1
[8] Cc1cc(C)c2c(CN3CCN(Cc4ccccc4)CC3)cc(=O)oc2c1C
[9] CCCN(CCC)CCCNC(=O)c1cn(C)c2ccc(S(=O)(=O)N(C)C3CCCCC3)cc2c1=O
[10] COc1ccc(C2/C=C\CN(CC3CC3)CC(=O)N2Cc2ccc(F)cc2)cc1 (stereo unspecified)
[11] O=C(Nc1ccc(Cl)c(S(=O)(=O)N2CCCCC2)c1)C1=COCCO1
[12] O=C1C(Cc2c[nH]c3ccccc23)NC(=S)N1Cc1ccccc1 (stereo unspecified)
Assay by compound | 7 | 8 | 9 | 10 | 11 | 12
Cneo AK release | -1 | 4 | 8 | -1 | -2 | -1
CFTR F508del cor | / | -1.3 | -1.7 | -1.6 | -0.3 | 2.9
miR122 inh | -5 | / | 0 | 1 | 6 | 6
GSIS activator | / | 5 | 12 | -10 | -10 | -18
FN deposit inh | -4 | -2 | 8 | 8 | 0 | -7
PGC1a acetyl inh | 7 | / | 18 | -4 | / | -7
PglD inh | 1 | 5 | 2 | 8 | -3 | -2
Statin myotox sup | / | -12 | 2 | 15 | -2 | /

[13] CCOc1ccccc1N1CC(C(=O)NC2CCCCCC2)CC1=O (stereo unspecified)
[14] O=S(=O)(c1ccccc1)N1[C@H](CO)[C@@H]2c3ccccc3NC[C@@H]21
[15] COc1ccc(CN(C)C(=O)C2CSC3(C)CCC(=O)N23)cc1 (stereo unspecified)
[16] COC(=O)COc1cc(OCC(=O)OC)c2c(-c3ccccc3)cc(=O)oc2c1
[17] Cc1ccc(C(=O)N/N=C/c2nc3ccccc3n2C)cc1
[18] C[C@@H]1CN([C@H](C)CO)C(=O)Cc2cc(NC(=O)CCN3CCOCC3)ccc2O[C@H]1CN(C)Cc1ccc(Cl)c(Cl)c1
Assay by compound | 13 | 14 | 15 | 16 | 17 | 18
Cneo AK release | 1 | / | / | -2 | -3 | 1
CFTR F508del cor | 0.1 | -1.2 | -0.6 | -0.9 | / | -0.6
miR122 inh | -6 | / | 1 | / | -3 | -3[16.7 µM]
GSIS activator | / | 0 | -3 | 64* | / | 22
FN deposit inh | -2 | -1 | 3 | 24 | 5 | /
PGC1a acetyl inh | -8 | 1 | 7 | / | 6 | -1
PglD inh | 2 | / | / | -7 | -1 | -6
Statin myotox sup | -14 | / | / | 15 | 4 | 11

Given with values under each structure: part of the list above.
Every second line gives: Cneo AK release	CFTR F508del cor	miR122 inh	GSIS activator	FN deposit inh	PGC1a acetyl inh	PglD inh	Statin myotox sup
[9] CCCN(CCC)CCCNC(=O)c1cn(C)c2ccc(S(=O)(=O)N(C)C3CCCCC3)cc2c1=O
    8	-1.7	0	12	8	18	2	2
[10] COc1ccc(C2/C=C\CN(CC3CC3)CC(=O)N2Cc2ccc(F)cc2)cc1 (stereo unspecified)
    -1	-1.6	1	-10	8	-4	8	15
[11] O=C(Nc1ccc(Cl)c(S(=O)(=O)N2CCCCC2)c1)C1=COCCO1
    -2	-0.3	6	-10	0	/	-3	-2
[12] O=C1C(Cc2c[nH]c3ccccc23)NC(=S)N1Cc1ccccc1 (stereo unspecified)
    -1	2.9	6	-18	-7	-7	-2	/
[13] CCOc1ccccc1N1CC(C(=O)NC2CCCCCC2)CC1=O (stereo unspecified)
    1	0.1	-6	/	-2	-8	2	-14
[14] O=S(=O)(c1ccccc1)N1[C@H](CO)[C@@H]2c3ccccc3NC[C@@H]21
    /	-1.2	/	0	-1	1	/	/
[15] COc1ccc(CN(C)C(=O)C2CSC3(C)CCC(=O)N23)cc1 (stereo unspecified)
    /	-0.6	1	-3	3	7	/	/
[16] COC(=O)COc1cc(OCC(=O)OC)c2c(-c3ccccc3)cc(=O)oc2c1
    -2	-0.9	/	64*	24	/	-7	15
[17] Cc1ccc(C(=O)N/N=C/c2nc3ccccc3n2C)cc1
    -3	/	-3	/	5	6	-1	4

Additional compounds follow:
[19] O=C(NCc1ccccc1)c1cccc(COc2ccc(Cl)cc2)c1
[20] COc1ccc(NC(=O)Nc2ccc3c(c2)CC(=O)N([C@@H](C)CO)C[C@@H](C)[C@H](CN(C)C(=O)Nc2c(C)noc2C)O3)cc1
[21] CC1CC(C)CN(c2ccc(-n3cnnn3)cc2[N+](=O)[O-])C1 (stereo unspecified)
[22] COCCCNC(=O)/C=C/[C@H]1O[C@@H](n2cnc3c(NC(=O)c4ccccc4)ncnc32)[C@H](O)[C@@H]1O
[23] O=C(N/N=C/c1cn(-c2ccccc2)nc1-c1cccs1)c1ccc(Cl)cc1
[24] Cc1cc2c(cc1S(=O)(=O)N1CCN(c3cccc(C(F)(F)F)c3)CC1)OCC(=O)N2
Assay by compound | 19 | 20 | 21 | 22 | 23 | 24
Cneo AK release | -6 | -2 | -1 | 0 | 6 | -2
CFTR F508del cor | / | -5.0 | / | -0.4 | / | 0.3
miR122 inh | 0 | 1[16.7 µM] | -6 | -2 | 1 | -1
GSIS activator | / | 2 | / | -2 | -18 | 3
FN deposit inh | 2 | / | / | 3 | 7 | -5
PGC1a acetyl inh | -5 | -7 | 6 | -20 | 22 | -22
PglD inh | 1 | 5 | 3 | 8 | -1 | 1
Statin myotox sup | / | -7 | 0 | 2 | 3 | 10

[25] CCC(C)NC(=O)Nc1ccc2c(c1)N(C)C(=O)c1ccccc1S2 (stereo unspecified)
[26] CC(C)NC(=O)N(C)C[C@@H]1Oc2c(NS(=O)(=O)c3cccs3)cccc2C(=O)N([C@H](C)CO)C[C@@H]1C
[27] COc1ccc(-c2noc(C3CCCN(C(=O)c4c(F)cccc4F)C3)n2)cc1OC (stereo unspecified)
[28] N#C/C(=C(/O)COC(=O)Cc1c[nH]c2ccccc12)c1nc2ccccc2[nH]1
[29] COCCn1c(=O)c2c(nc3n2CCCN3Cc2ccccc2)n(C)c1=O
[30] O=C(Nc1ccc(S(=O)(=O)N2CCCC2)cc1)C1CC(=O)N(c2ccccc2)C1 (stereo unspecified)
Assay by compound | 25 | 26 | 27 | 28 | 29 | 30
Cneo AK release | 1 | / | -1 | -13 | 0 | /
CFTR F508del cor | / | 0.0 | -0.9 | / | 0.4 | -0.7
miR122 inh | 6 | 3[16.7 µM] | / | 5 | -2 | 4
GSIS activator | / | 18 | 24 | / | 16 | 0
FN deposit inh | -2 | 4 | -1 | -4 | -1 | -2
PGC1a acetyl inh | / | 5 | / | 7 | -2 | -16
PglD inh | -4 | / | / | -3 | -1 | /
Statin myotox sup | -3 | / | 1 | -2 | -1 | 6

[31] COC(=O)CNC(=O)c1cccs1
[32] CCCN1[C@@H]2c3ccc(-c4cccc(F)c4)c(=O)n3C[C@@H]2[C@@H](CO)[C@@H]1C(=O)N[C@@H](C)c1ccccc1
[33] COC(=O)c1ccc(CN=C(NS(=O)(=O)c2ccccc2)c2ccccc2)cc1
[34] COc1ccccc1S(=O)(=O)N1CC[C@@H]2[C@@H](CO)N(C)c3ccc(-c4cccc(C#N)c4)cc3[C@@H]21
[35] COc1ccc(NC(=O)CN(C)C(=O)C(Sc2ccccc2)c2ccccc2)cc1 (stereo unspecified)
[36] COc1ccc(NC(=O)CC2C(=O)NC3CCCCC3N2C(=O)c2ccc(F)cc2)cc1 (stereo unspecified)
Assay by compound | 31 | 32 | 33 | 34 | 35 | 36
Cneo AK release | 0 | -3 | 1 | -2 | 0 | 3
CFTR F508del cor | / | / | 1.8 | 2.1 | 2.6 | 1.8
miR122 inh | -5 | / | / | 6[16.7 µM] | 6 | 1
GSIS activator | / | -19 | 22 | 2 | -5 | -4
FN deposit inh | 5 | / | 5 | 14 | -5 | 4
PGC1a acetyl inh | 3 | / | / | -9 | -18 | 1
PglD inh | 3 | -2 | 5 | 0 | -4 | -2
Statin myotox sup | 0 | 24 | -5 | -1 | 8 | -6

[37] CNC(=O)CSc1nc2ccccc2c(=O)n1C1CCCCC1
[38] O=S(=O)(c1ccc(F)cc1)c1nc(-c2ccccc2)oc1N1CCOCC1
[39] Cn1c(C(=O)NCc2cccs2)cc2oc3ccccc3c21
[40] COc1cc(C(=S)NCc2ccccc2)cc(Br)c1O
[41] CCOc1ccccc1NC(=O)c1cc(C(=O)Nc2ccccc2OCC)cc(N2C(=O)CCC2=O)c1
[42] Cc1ccccc1-c1csc(C(O)c2cccnc2)n1 (stereo unspecified)
Assay by compound | 37 | 38 | 39 | 40 | 41 | 42
Cneo AK release | -3 | 1 | 7 | / | 2 | -4
CFTR F508del cor | 2.4 | -0.4 | / | -1.9 | 2.1 | -1.9
miR122 inh | -4 | -3 | 4 | -2 | 7 | /
GSIS activator | 34 | 22 | / | -6 | -3 | 16
FN deposit inh | 4 | -1 | / | -6 | 0 | -3
PGC1a acetyl inh | -1 | 5 | -22 | 33 | 0 | /
PglD inh | 7 | 4 | 0 | / | 4 | -3
Statin myotox sup | 5 | / | / | 9 | / | -3

[43] CC(=O)Nc1nc2cc3c(cc2s1)OCCO3
[44] Cc1ccc(C(=O)NCc2ccco2)cc1S(=O)(=O)Nc1cccc(C)c1C
[45] CN1CCN(c2ccc(S(=O)(=O)N3CCCCC3)cc2N)CC1
[46] Cc1c(NC(=O)c2cc(-c3ccc(Cl)cc3)on2)c(=O)n(-c2ccccc2)n1C
[47] O=C(Cc1ccccc1)Nc1ccc(NC(=O)c2ccco2)cc1
[48] COc1ccccc1NS(=O)(=O)c1cc(NC(=O)c2cc(=O)[nH]c3ccccc23)ccc1N1CCOCC1
Assay by compound | 43 | 44 | 45 | 46 | 47 | 48
Cneo AK release | -4 | 3 | 0 | -3 | / | -3
CFTR F508del cor | -2.3 | / | -3.7 | 0.2 | 3.0 | -0.6
miR122 inh | / | 244* | -1 | -6 | -1 | ?
GSIS activator | -1 | -3 | 2 | -19 | 7 | -5
FN deposit inh | -1 | 3 | -28 | 0 | -4 | 4
PGC1a acetyl inh | / | -3 | 2 | 9 | / | 7
PglD inh | -1 | 1 | -5 | -4 | / | 1
Statin myotox sup | 5 | 8 | 4 | 21 | -18 | 27

Bioassay records: PubChem BioAssay, Broad Institute
